From PubChem
MgcRacGAP inhibition = MgcRacGAP GTPase-activating activity inhibitors, confirmation, biochemical, ADP Hunter fluorescence. AID 624330. actives 0.6% (n = 340,000). inhibition, % at 30 µM; hits with a dose series show IC50 in µM. MgcRacGAP-stimulated Rac1 GTP hydrolysis, ADP Hunter fluorescence; higher % means a stronger effect; GST-tagged Rac1 F28L mutant substrate;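 active means first-screen hits whose inhibition reached a set limit at any dose in the follow-up dose series; inconclusive means inhibition above the set first-screen limit but never retested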;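 further: fluorescence reports GDP produced by GAP-driven GTP hydrolysis; strong numbers were not always called active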
K1F lysis inhibition = inhibition of K1F phage lysis, E. coli UTI89, bacterial capsule biogenesis inhibitors, alamar blue (AID 488966); E. coli UTI89 K1F phage lysis, alamar blue, 2 h; higher % means a stronger effect; inhibition, % at 100 µM, or IC50 in µM where a hit was titrated; actives 0.02% (n = 340,000);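 active means phage lysis inhibition, versus mean bacterial control, above a set limit; inconclusive means no clear call, values can overlap the other calls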;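 further: capsule biogenesis inhibitors block K1F phage lysis so surviving cells raise fluorescence; higher fluorescence means more inhibition of phage lysis; actives were called in the ten point dose series up to 300 µM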
KOR beta-arrestin-1 = kappa opioid receptor activators – cell-based, luminescence, uHTS, primary screen (AID 1777); one-dose activation, % at 10 µM; EC50 in µM for titrated hits; actives 0.02% (n = 280,000); KOR beta-arrestin recruitment, luminescence; higher % means a stronger effect; in the data active means activation above about 50%, passing the limit was not always enough; further: a part of the inactive calls stands beside numbers as strong as those of hits
NTR1 agonist = NTR1-driven beta-arrestin-GFP spot formation – imaging, U2OS cells, high content, primary screen (AID 493036); agonist mode; activation, % at 20 µM; actives 0.17% (n = 330,000);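 active means activation at or above 40% of the spot to cytoplasm intensity ratio, with at least 20 cells analyzed; inconclusive means wells under 20 cells, flagged as cytotoxic or low count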;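 further: 0% = DMSO without peptide and 100% = 100 nM NTR1 peptide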
Target sequence (P30989 whole entry, looked up): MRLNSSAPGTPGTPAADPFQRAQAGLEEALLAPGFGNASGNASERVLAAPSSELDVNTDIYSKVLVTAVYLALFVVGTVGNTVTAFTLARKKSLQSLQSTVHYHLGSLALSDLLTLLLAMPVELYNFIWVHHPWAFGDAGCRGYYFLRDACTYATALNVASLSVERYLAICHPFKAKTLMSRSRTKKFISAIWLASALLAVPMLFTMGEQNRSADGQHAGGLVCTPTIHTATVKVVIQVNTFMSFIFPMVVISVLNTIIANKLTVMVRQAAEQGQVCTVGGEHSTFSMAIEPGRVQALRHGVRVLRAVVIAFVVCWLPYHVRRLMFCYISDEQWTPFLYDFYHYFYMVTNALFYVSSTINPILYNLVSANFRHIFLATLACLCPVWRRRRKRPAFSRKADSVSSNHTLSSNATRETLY
GPR35 antagonists = inhibition of zaprinast-stimulated GPR35 beta-arrestin translocation – imaging, U2OS, beta-arrestin-GFP, zaprinast agonist, primary screen (AID 2058) | actives 0.052% (n = 290,000) | U2OS GPR35 beta-arrestin-GFP translocation imaging, zaprinast antagonism; higher % means a stronger effect | inhibition, % at 10 µM, or IC50 in µM where a hit was titrated;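 active means inhibition of at least 50% with at least 30 cells and total cytoplasm GFP at most 10,000,000; inconclusive means under 30 cells or total GFP of 10,000,000 plus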
NOD1 NF-kB reporter = inhibition of NOD1-driven NF-kB reporter – cell-based, luminescence, uHTS, primary screen (AID 1578) | NOD1-driven NF-kB luciferase reporter cells, luminescence; higher % means a stronger effect | actives 1% (n = 290,000) | inhibition, % at 4 µM, or EC50 in µM where a hit was titrated; in the data active means inhibition mostly above about 36%, no sharp cut-off; inactive means mostly below about 34%;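 further: HEK-293T reporter cells stimulated with the NOD1 agonist gamma-tri-DAP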
GPR55 LPI antagonism = GPR55 antagonists blocking LPI-driven arrestin recruitment, primary screen, imaging, U2OS, beta-arrestin-GFP, LPI agonist (AID 2013). U2OS GPR55 beta-arrestin-GFP translocation imaging, LPI antagonism; higher % means a stronger effect. inhibition, % at 10 µM, or IC50 in µM where a hit was titrated. actives 0.13% (n = 290,000);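 active means spots per cell inhibited over 60%, with over 100 cells counted and total cytoplasm intensity under 500,000; inconclusive means wells with under 100 cells, flagged as likely toxic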;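 further: U2OS cells stably carrying GPR55 and arrestin-GFP stimulated by 5 µM LPI near EC80; imaged beta-arrestin-GFP aggregate spots per cell after agonist stimulation; plate controls were LPI-stimulated DMSO wells for no effect and DMSO wells without LPI for full effect; some results filed as inactive read as strong as hits; confirmed hits need IC50 under 10 µM and bright autofluorescent wells are also inconclusive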
GPR55 beta-arrestin = selective activators of receptor GPR55 – imaging, U2OS cells, beta-arrestin-GFP redistribution, primary screen (AID 1961); U2OS GPR55 beta-arrestin-GFP redistribution imaging; higher % means a stronger effect; activation, % at 10 µM, or EC50 in µM where a hit was titrated; actives 0.048% (n = 290,000);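 active means activation above 40% with more than 50 cells counted in the well; inconclusive means wells holding fewer than 50 cells, flagged as toxic or sparse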;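 further: U2OS osteosarcoma cells stably expressing GPR55 and beta-arrestin-GFP; plate controls were DMSO negative control for no effect and LPI positive control for full effect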
KOR beta-arrestin-2 = KOR antagonists, beta-arrestin recruitment, cell-based, luminescence, uHTS (AID 1778) | KOR beta-arrestin recruitment, luminescence, antagonist mode; higher % means a stronger effect | inhibition, % at 10 µM, or IC50 in µM where a hit was titrated | actives 0.091% (n = 290,000); in the data active means inhibition above about 50%; further: strong numbers were not always called active
NTR1 agonist cell count 20 µM = also measured in NTR1 agonist; calls as there; cell count; measured here: cell count, cytotoxicity flag
The depositor's hits bear a star; ? = inconclusive; . = not tested or not shown; [ ] = remark or other dose.

SMILES	MgcRacGAP inhibition	K1F lysis inhibition	KOR beta-arrestin-1	NTR1 agonist	NTR1 agonist cell count 20 µM	GPR35 antagonists	NOD1 NF-kB reporter	GPR55 LPI antagonism	GPR55 beta-arrestin	KOR beta-arrestin-2
C=CCn1c(-c2cc(Cl)ccc2OC)n[nH]c1=S	-1.3%	0.5%	-4.9%	-0.8	66	3.0%	2.9%	5.2%	0.3%	17.7%
COc1ccc(C(=O)c2sc(Nc3ccc(NC(C)=O)cc3)nc2C)cc1	2.2%	-0.2%	-2.2%	3.5	60	-4.4%	-9.3%	-12.1%	-0.4%	-14.5%[20 µM]
CCOc1ccc(S(=O)(=O)N2CCC(C(=O)N3CCOCC3)CC2)cc1C	7.1%	0.0%	-3.1%	0.5	62	-2.7%	8.8%	-8.8%	-0.2%	-12.6%
S=C(NCCCN1CCOCC1)N1CCN(c2cccc(Cl)c2)CC1	5.8%	1.6%	2.2%	-0.5	43	-10.3%	-15.2%	3.6%	-0.1%	37.9%
COCCN(C(=O)CSc1nnc(-c2ccc(C)cc2)n1N)c1c(N)n(Cc2ccccc2)c(=O)[nH]c1=O	-1.3%	0.5%[50 µM]	5.2%	0.2	35	6.9%	-29.3%	-7.8%	-0.1%	-15.7%
CC(=O)c1ccc(N2C(=NC(=O)CCC3CCCC3)SC3CS(=O)(=O)CC32)cc1 (stereo not drawn)	4.3%	1.5%	-3.9%	1.3	60	-6.4%	-21.2%	9.3%	-0.2%	10.3%
CCOP(=O)(OCC)C(NC(=O)C(F)(F)F)c1ccccc1 (stereo not drawn)	0.5%	5.2%	1.8%	0.7	48	9.1%	-26.4%	2.5%	0.7%	18.4%
Cc1ccc(C(C)C)c(OCCCn2ccnc2C)c1	?	0.1%	-5.0%	0.7	57	-17.4%	-20.1%	-4.5%	0.8%	-7.8%[20 µM]
NC(=O)C1CCN(CCC(=O)Nc2ccc(F)c(F)c2)CC1	20.0%	-0.9%	5.7%	-1.6	55	-5.6%	-16.0%	-6.9%	-0.2%	-37.0%[20 µM]
CCc1cc2cc3c(cc2nc1SCC(=O)Nc1cc(OC)c(OC)cc1C(=O)O)OCO3	.	.	0.8%	1.9	38	-4.1%	3.7%	1.8%	-0.5%	-26.9%
COCCNC(=O)CCc1nc(-c2ccccc2)no1	8.4%	0.2%	-3.8%	0.2	63	19.1%	-24.1%	9.6%	0.2%	23.1%
Cc1ccc(NC(=S)NCc2ccc(Cl)cc2)c(C)c1	0.4%	0.6%	2.8%	1.0	54	10.6%	-6.1%	-3.8%	-0.4%	-44.2%[20 µM]
COc1nc(C)cc(C)c1S(=O)(=O)c1ccccc1	4.6%	0.3%	-6.6%	-0.2	92	24.6%	6.0%	-1.3%	0.0%	2.5%
CCN1CCN(CCCN(Cc2ccco2)C(=S)Nc2ccc(Cl)c(C)c2)CC1	-1.1%	0.4%	4.2%	-1.0	62	0.0%	-14.7%	13.7%	0.1%	-7.6%
Cn1c(SCC(=O)NC2CCCC2)nnc1-c1ccccn1	6.2%	1.3%[50 µM]	12.9%	-0.3	69	-4.1%	21.5%	16.1%	-0.1%	-29.1%
c1ccc(CN2CCC(Nc3nc(-c4ccccc4)nc4ccccc34)CC2)cc1	10.0%	-0.4%	.	42.0*	52*	0.9%	-13.5%	31.0%	-0.1%	.
COC(=O)C1=C(C)NC2=C(C(=O)CCC2)C1c1cn(Cc2ccc(Br)cc2)nc1-c1ccccc1 (stereo not drawn)	4.5%	-1.6%	2.1%	1.2	93	3.3%	-36.6%	27.1%	0.3%	11.8%
C/C(=N\Nc1nc2ccccc2c(=O)n1O)c1ccco1	6.4%	0.1%	1.8%	2.3	90	-6.1%	-11.6%	-3.6%	0.3%	-6.5%
Cc1[nH]n(C(N)=S)c(=O)c1N=Nc1ccc2ccccc2c1	20.4%	0.1%	-3.3%	.	.	2.0%	-44.0%	22.0%	0.3%	4.3%
COc1cc(OC)c(OC)cc1/C=N/n1c(C)nnc1C	9.3%	-0.2%	-1.7%	-0.5	50	18.0%	-12.7%	17.3%	0.0%	-3.3%
Cc1ccc(NC(=O)CNCc2ccccc2Cl)cc1S(=O)(=O)N(C)C	.	-0.2%	-2.8%	1.8	98	7.6%	-5.2%	11.0%	0.3%	4.2%
O=C(CCS(=O)(=O)c1cccs1)N1CCN(c2ccc(F)cc2)CC1	4.2%	-0.1%	0.2%	0.3	97	-11.0%	-17.5%	4.8%	0.2%	25.5%
Cc1ccc(C(=O)CSc2nnc(N)s2)c(C)c1	1.1%	0.3%	-2.3%	-0.4	65	3.4%	-40.4%	-0.1%	-0.1%	-1.2%[20 µM]
CCn1c(=O)cc(OCC(=O)N2CCc3ccccc32)c2ccccc21	-0.5%	7.4%	0.3%	.	.	1.5%	-10.7%	10.9%	-0.1%	-10.7%
N#Cc1c(N2CCCC2)nsc1-c1ccccc1	7.3%	-0.1%	-8.1%	1.2	94	-2.9%	-12.4%	-6.9%	0.0%	8.3%
CCOc1ccc(/C=C2\CCC(C3CCCC3)C2=O)cc1 (stereo not drawn)	11.6%	-0.2%	-2.7%	3.4	93	9.8%	0.6%	-0.1%	0.2%	-5.1%
COc1cccc(C(O)c2nc3ccccc3n2C(C)C)c1OC (stereo not drawn)	6.4%	1.5%	5.7%	0.5	47	-9.2%	-6.4%	2.7%	-0.2%	-32.1%
CN(NC(=O)CN1C(=O)c2ccccc2C1=O)C1=NS(=O)(=O)c2ccccc21	12.5%	0.4%	-6.0%	-0.2	93	5.6%	-49.4%	-1.6%	-0.1%	-14.9%
c1ccc(CCc2nc(-c3cccnc3)no2)cc1	5.2%	3.3%	0.6%	1.2	59	15.7%	-35.6%	15.5%	-0.1%	-2.3%
O=C(/C=C/c1ccco1)NCCCN1CCN(CCCNC(=O)/C=C/c2ccco2)CC1	6.2%	4.2%	3.0%	-1.0	47	-2.7%	-9.3%	3.7%	-0.4%	.
O=C(CSc1ccc(-c2ccco2)nn1)c1cccc([N+](=O)[O-])c1	10.2%	2.0%[50 µM]	-2.5%	3.2	45	.	-27.1%	0.3%	0.2%	-21.8%
COc1ccc(C2C3=C(CCCC3=O)N(CC(=O)O)C3=C2C(=O)CCC3)cc1Cl	10.2%	0.4%	2.3%	2.5	69	7.3%	-4.7%	7.1%	-0.2%	-27.2%[20 µM]
CC(CCc1ccco1)NC(=O)CCc1nnc2ccc(NCc3ccc(Cl)cc3)nn12 (stereo not drawn)	13.1%	0.2%	1.7%	-0.1	77	-3.9%	-4.9%	-0.3%	-0.2%	0.6%
O=S(=O)(Cc1cc(NCc2ccccc2)nc(-c2ccccn2)n1)c1ccccc1	5.1%	0.0%	18.8%	0.7	35	7.4%	-36.7%	9.7%	-0.1%	4.9%
O=C(Cc1ccccc1)NNC(=S)Nc1ccccc1	.	.	-8.2%	0.7	51	8.9%	-15.2%	-12.1%	-0.1%	-20.3%[20 µM]
O=C(O)CNCC1COc2ccccc2O1 (stereo not drawn)	2.2%	0.4%	7.5%	0.0	58	10.3%	-6.0%	7.0%	0.2%	2.1%
O=S(=O)(c1cccc2cccnc12)N1CCN(c2ccc(F)cc2)CC1	3.3%	-0.3%	-6.0%	-1.0	38	-0.5%	-39.1%	5.3%	0.3%	-8.7%
COc1cc(NC(=O)c2cnc(N)s2)cc(C(=O)Nc2cccc(C(F)(F)F)c2)c1	3.1%	.	5.6%	2.9	77	-14.8%	-3.3%	22.2%	-0.1%	5.0%
COc1cc(/C=C2\SC(=O)N(CC(=O)Nc3ccc(C)cc3)C2=O)cc(Cl)c1OCC(=O)O	16.0%	-0.2%	-3.6%	2.2	50	2.3%	-17.6%	-19.9%	-0.2%	-1.2%[20 µM]
OC1(c2ccc(F)cc2)CCN(Cc2cccnc2)CC1	6.8%	0.4%	-5.7%	0.5	72	6.8%	-32.2%	6.6%	-0.1%	-3.1%[20 µM]
CCC(CC)C(=O)NCCc1ccc(S(N)(=O)=O)cc1	4.1%	0.5%	2.2%	1.2	70	10.4%	.	25.2%	-0.2%	-17.4%
Clc1ccc(OCc2nc(-c3ccccn3)no2)c(Br)c1	0.8%	-1.9%	-2.4%	0.3	74	-7.6%	-21.4%	11.7%	-0.1%	-3.9%
N#CC1=C(N)C(C#N)(C#N)[C@H](c2ccncc2)[C@H]2CN(C(=O)OCc3ccccc3)CC=C12	5.1%	0.6%	-6.6%	1.3	70	1.0%	-15.5%	-4.4%	0.2%	-4.8%
C/C(=N\NC(=O)c1ccccc1F)c1cccc(NC(=O)c2ccc(C)cc2)c1	5.2%	0.2%[50 µM]	4.1%	5.7	57	-7.1%	-51.6%	6.7%	-0.1%	11.0%
O=S(=O)(Nc1ccccn1)c1ccc(Oc2ccccc2)cc1	3.3%	0.3%	-3.8%	0.3	100	-1.2%	16.8%	-1.2%	-0.3%	-1.4%
O=C(C[C@H]1C(=O)N(Cc2ccccc2)C[C@@H]1Cc1ccccc1)Nc1ccccc1	7.1%	0.7%	-2.0%	-1.4	47	0.3%	10.2%	7.1%	0.4%	7.9%[20 µM]
O=C(c1ccc(F)cc1)c1cc2ccc(O)cc2oc1=O	6.3%	0.1%	-3.3%	0.6	84	2.6%	-2.3%	0.6%	-0.1%	11.6%
O=C(NCCOc1cccc(Oc2ccccc2)c1)c1cc(-n2cnnc2)ccc1Cl	-0.1%	-0.7%	-1.5%	0.0	59	-4.7%	-11.5%	-0.3%	-0.3%	9.5%

3 entries from above, sorted by their value in KOR beta-arrestin-2, largest number first:
| compound | KOR beta-arrestin-2 |
| --- | --- |
| O=C(c1ccc(F)cc1)c1cc2ccc(O)cc2oc1=O | 11.6% |
| O=S(=O)(c1cccc2cccnc12)N1CCN(c2ccc(F)cc2)CC1 | -8.7% |
| CCc1cc2cc3c(cc2nc1SCC(=O)Nc1cc(OC)c(OC)cc1C(=O)O)OCO3 | -26.9% |

A portion of the library; count on the stated rates, not on these rows.
